Bioassay records from PubChem.
CHOP UPR activ = activators of apoptotic CHOP UPR arm, primary screen, cell-based, CHO-CHOP luciferase reporter, luminescence, uHTS; 0.34% of 330,000 active; activation, % at 10 µM; AID 449763, 2010; UPR activation; percent of tunicamycin response over DMSO baseline;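 active = at 10 µM dose, activation of 40% or more, normalized to positive control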;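 also: 100% = tunicamycin at 10 µg/mL and 0% = DMSO alone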
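Dosing – one dose, 10 µM in 0.5% DMSO · System – CHO-CHOP cells, stable luciferase reporter of PERK-eIF2a-CHOP signalling · Input – 500 cells/well · Control set – tunicamycin 10 µg/mL final as positive, DMSO-only wells as negative · Timing – 6 h compound treatment, 37 °C · Measure – % activation vs tunicamycin · Technique – luminescence read with Steady-Glo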
697 NFkB inh = inhibitors of PMA/ionomycin-induced NF-kB reporter, 697 cells, primary screen, B-cell NF-kB inhibitor project, cell-based, luminescence, uHTS; 0.33% of 330,000 active; 697 B-cell NF-kB luciferase reporter, 16 h; inhibition, % at 4 µM; in the data active = inhibition above about 35%
UPR XBP1 act = activators of adaptive XBP1 UPR arm, primary screen, cell-based, CHO-XBP1 luciferase reporter, luminescence, uHTS | IRE1-XBP1 UPR activation; percent of tunicamycin response, DMSO as zero | AID 463104, 2010 | 0.33% of 330,000 active | activation, % at 20 µM;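 active = versus positive control, 20 µM dose yields 30% or more activation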;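 also: 100% = tunicamycin at 10 µg/mL and 0% = DMSO only wells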
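assay system = CHO-XBP1 luciferase reporter cells | amount = 1000 cells/well | buffer or medium = F12 plus 10% FBS | compound dosing = single point, 20 µM final compound, 1% DMSO | incubation = 16-18 h cell attachment at 37 °C, then 6 h compound exposure | detection = Steady-Glo luminescence read | controls = tunicamycin 10 µg/mL and vehicle-only wells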
Jurkat NFkB inh = inhibitors of induced NF-kB luciferase reporter, primary screen, TCR NF-kB activation inhibitor project, cell-based, luminescence, uHTS; Jurkat, PMA/ionomycin-induced NF-kB luciferase reporter; inhibition, % at 4 µM; 0.53% of 330,000 active; AID 435003, 2010; in the data active = inhibition above about 50%
Gli-Sufu antag = Gli-Sufu pathway antagonists, primary screen, luciferase luminescence, Sufu-KO-LIGHT cells, uHTS; 0.74% of 340,000 active; inhibition, % at 5 µM; Sufu-KO-LIGHT fibroblasts, Gli luciferase reporter luminescence; AID 588413, 2011;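 active = inhibition above about 55%, limit read from the data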;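 also: 0% = DMSO-treated cells and 100% = wells with medium but no cells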
CXCR6 inh = CXCR6 receptor inhibitors, primary screen, cell-based, beta-arrestin, luminescence, CHO-K1 PathHunter, 1536-well; C-X-C chemokine receptor type 6 (Homo sapiens), O00574; inhibition, % at 20 µM; 0.36% of 360,000 active; AID 602244, 2012; in the data active = inhibition above about 34%, passing the limit was not always enough;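 also: antagonist mode with CXCL16 agonist at 10 nM final; 0% = 10 nM CXCL16 with DMSO and 100% = unstimulated wells without agonist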
Target sequence (O00574 whole entry, looked up): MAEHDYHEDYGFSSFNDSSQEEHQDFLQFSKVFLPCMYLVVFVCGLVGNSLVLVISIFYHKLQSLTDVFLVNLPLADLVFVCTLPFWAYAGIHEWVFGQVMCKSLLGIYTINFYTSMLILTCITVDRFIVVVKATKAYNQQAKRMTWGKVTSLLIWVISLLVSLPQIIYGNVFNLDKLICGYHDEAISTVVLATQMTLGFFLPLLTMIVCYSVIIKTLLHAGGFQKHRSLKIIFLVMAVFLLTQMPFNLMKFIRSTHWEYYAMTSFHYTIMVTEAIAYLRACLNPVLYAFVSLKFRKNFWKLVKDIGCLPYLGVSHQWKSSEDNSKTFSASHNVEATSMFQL
CCR6 antag = CCR6 receptor antagonists, primary screen, cell-based, CHO-K1, luminescence, beta-arrestin, uHTS | 0.49% of 340,000 active | C-C chemokine receptor type 6 (Homo sapiens), P51684 | CHO-K1 CCR6 PathHunter beta-arrestin, CCL20-stimulated | inhibition, % at 20 µM;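 active = compounds whose inhibition of the agonist-driven luminescence signal at 20 µM reaches about 50%, limit read from the data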;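 also: cells stimulated with CCL20 at 14 nM final; plate controls were DMSO with CCL20 for no effect and DMSO without agonist for full effect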
Target sequence (P51684 whole entry, looked up): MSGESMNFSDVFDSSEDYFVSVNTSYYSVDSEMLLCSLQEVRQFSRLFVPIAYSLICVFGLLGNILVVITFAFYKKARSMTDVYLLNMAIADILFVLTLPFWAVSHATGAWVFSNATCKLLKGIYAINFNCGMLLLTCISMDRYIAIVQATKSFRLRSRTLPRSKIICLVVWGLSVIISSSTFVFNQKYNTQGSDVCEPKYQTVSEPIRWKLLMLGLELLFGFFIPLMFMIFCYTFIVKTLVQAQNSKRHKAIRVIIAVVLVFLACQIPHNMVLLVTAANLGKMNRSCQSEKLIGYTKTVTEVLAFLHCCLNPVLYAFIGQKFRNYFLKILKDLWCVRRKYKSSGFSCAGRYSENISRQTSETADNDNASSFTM
Mdm2-MdmX inh = inhibitors of human Mdm2-MdmX association, primary screen, cell-based, luminescence, split luciferase, SaOS-2, uHTS. Protein Mdm4 (Homo sapiens) + E3 ubiquitin-protein ligase Mdm2 (Homo sapiens), …. SaOS-2 split-luciferase Mdm2/MdmX complementation. inhibition, % at 8 µM. 3% of 330,000 active. AID 485346, 2010;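 active = inhibition of at least 50% at 8 µM in the primary screen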
EBI2 block = EBI2 receptor antagonists, beta-arrestin recruitment, primary screen, cell-based, luminescence, 7a,25-OHC stimulation, uHTS. G-protein coupled receptor 183 (Homo sapiens), P32249. AID 651636, 2012. inhibition, % at 5 µM. 0.81% of 360,000 active. 7a,25-OHC stimulated; in the data active = inhibition above about 38%;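 also: enzyme fragment complementation signal reports receptor beta-arrestin coupling in cells; 0% = agonist plus DMSO wells and 100% = wells without agonist; some results beyond the cut were filed as inactive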
Target sequence (P32249 whole entry, looked up, the tested form may be a part): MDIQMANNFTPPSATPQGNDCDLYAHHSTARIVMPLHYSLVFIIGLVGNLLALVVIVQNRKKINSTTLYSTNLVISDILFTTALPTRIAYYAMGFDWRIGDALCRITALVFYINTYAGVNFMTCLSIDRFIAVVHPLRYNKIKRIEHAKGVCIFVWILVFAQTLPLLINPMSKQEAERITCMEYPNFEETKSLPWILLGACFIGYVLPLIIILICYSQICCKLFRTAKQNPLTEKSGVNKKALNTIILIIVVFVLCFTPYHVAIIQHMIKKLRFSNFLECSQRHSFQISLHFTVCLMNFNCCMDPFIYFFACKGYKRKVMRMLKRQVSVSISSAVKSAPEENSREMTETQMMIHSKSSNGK
The depositor's hits bear a star; / = no result given.

entry	SMILES	CHOP UPR activ	697 NFkB inh	UPR XBP1 act	Jurkat NFkB inh	Gli-Sufu antag
1	O=C(O)CSc1cc(C(=O)c2cc(F)ccc2O)cn2c(=O)c3c(-c4ccccc4)csc3nc12	0.5	31	-1	-8	3
2	COCCOC(=O)C1=C(C)NC(=S)NC1c1ccc(OCC(=O)N2CC(C)OC(C)C2)c(OC)c1 (stereo not drawn)	/	/	/	/	5
3	COC(=O)C1=C(C(C)=O)C(c2ccc(C(=O)OC)cc2)n2nnnc2N1 (stereo not drawn)	-2.1	14	2	6	9
4	Cn1c(SCC(=O)NC2CC2)nnc1-c1ccccn1	1.7	7	-4	2	-2
5	Cc1nn(Cc2c(F)c(F)c(F)c(F)c2F)c(C)c1NC(=O)c1nn(C)c(C)c1Br	1.4	-7	-2	13	1
6	O=C(NCCNS(=O)(=O)c1ccccc1)N1CCOCC1	-0.9	14	-2	5	-1
7	CCc1ccccc1NC(=S)N(Cc1cccnc1)Cc1ccco1	2.4	11	-1	11	-1
8	O=C(c1cccc(F)c1)N1CCN=C1SCc1cccnc1	-2.2	20	-2	2	-5
9	CCc1nnc(NC(=O)C2CCC(CNc3c(N4CCCCC4)c(=O)c3=O)CC2)s1 (stereo not drawn)	-1.8	1	-1	-3	5
10	Nc1nc(CSc2nc3ccccc3s2)nc(N2CCOCC2)n1	-1.1	-10	1	-8	-1

entry	CXCR6 inh	CCR6 antag	Mdm2-MdmX inh	EBI2 block
1	0	14	14	1
2	-2	7	/	-2
3	6	-11	-12	6
4	39	0	17	30
5	-7	-12	7	-38
6	3	-2	4	-2
7	-1	1	-19	-17
8	-4	13	8	4
9	11	1	14	9
10	8	-10	18	-8

(more compounds)
entry	SMILES	CHOP UPR activ	697 NFkB inh	UPR XBP1 act	Jurkat NFkB inh	Gli-Sufu antag
11	CNS(=O)(=O)c1cc(NC(=O)CCNC(=O)c2ccco2)ccc1C	-0.7	-29	3	-39	-8
12	Cc1ccc(S(=O)(=O)N(CC(=O)c2ccc(Cl)cc2)C(=O)N2CCN(C)CC2)cc1	-0.6	7	-1	2	2
13	O=C(c1ccc(F)cc1Cl)N(c1ccccn1)C1CCCCC1	0.4	22	-2	12	7
14	Cc1ccc(-n2nnnc2C(Cl)c2nnnn2-c2ccc(C)cc2)cc1	/	/	/	/	-1
15	CC1(C)NC(=O)N(CCOCCSc2ccccc2)C1=O	2.4	8	-2	-20	3
16	Cc1c(Cc2ccccc2)c(=O)oc2c(C)c(OCC(=O)NCC3CCC(C(=O)O)CC3)ccc12 (stereo not drawn)	-1.0	39*	-1	-11	-14
17	CN(c1ccccc1)S(=O)(=O)c1ccc(Cl)c(C(=O)Nc2ccncc2)c1	3.0	-32	-5	2	21
18	NCCNc1cc(N2CCCC2)ccc1[N+](=O)[O-]	-1.7	-1	0	18	8
19	O=C(NCCCCc1ccccc1)C1CC(c2ccc(C(F)(F)F)cc2)=NO1 (stereo not drawn)	1.4	-8	-3	-1	-3
20	Cc1ccc(C)c(N(C(=O)CCC(=O)Nc2cc(C)on2)C(C(=O)NC2CCCC2)c2ccco2)c1 (stereo not drawn)	2.1	16	-1	4	0

entry	CXCR6 inh	CCR6 antag	Mdm2-MdmX inh	EBI2 block
11	0	11	-16	-2
12	-1	4	11	-5
13	0	11	17	-4
14	-17	-8	/	6
15	4	-7	6	-12
16	-3	-1	-10	4
17	-8	4	31	-2
18	6	14	21	-4
19	-8	3	10	5
20	-5	2	34	12

Overlap with the part before: two compounds, then new ones.
entry	SMILES	CHOP UPR activ	697 NFkB inh	UPR XBP1 act	Jurkat NFkB inh	Gli-Sufu antag
19	O=C(NCCCCc1ccccc1)C1CC(c2ccc(C(F)(F)F)cc2)=NO1 (stereo not drawn)	1.4	-8	-3	-1	-3
20	Cc1ccc(C)c(N(C(=O)CCC(=O)Nc2cc(C)on2)C(C(=O)NC2CCCC2)c2ccco2)c1 (stereo not drawn)	2.1	16	-1	4	0
21	CCOC(=O)N1CCC(NS(=O)(=O)c2ccccc2)CC1	1.4	10	-2	-8	3
22	CCOc1ccc(-n2c(=O)cc(N3CCN(c4ccccc4)CC3)[nH]c2=O)cc1	1.7	19	1	16	2
23	Cc1ccc(NC(=O)CSCC#N)cc1Cl	-0.6	-56	2	17	0
24	CCOc1ncccc1C(=O)Nc1ncc(C)s1	1.8	-18	4	-10	-12
25	Cn1c2ccccc2c2cc(/C=N/NC(=O)c3ccc(O)cc3O)ccc21	0.4	-21	-4	2	9
26	Cc1cc(/C=C2\SC(=S)N(Cc3ccco3)C2=O)c(C)n1-c1cccnc1	/	/	/	/	-26
27	COC(=O)CSc1nsc(SCC(=O)OC)n1	-1.8	-46	2	62*	2
28	CCOC(=O)c1cccc(-n2c(C)nc3ccccc3c2=O)c1	-0.4	14	0	5	-15
29	CCN1CCN(S(=O)(=O)c2ccc3c(c2)NC(=O)CS3)CC1	0.8	-24	-3	4	9
30	COc1ccc(-n2c(COc3ccc(C)cc3)nnc2SCC(N)=O)cc1	1.1	8	-3	2	0

entry	CXCR6 inh	CCR6 antag	Mdm2-MdmX inh	EBI2 block
19	-8	3	10	5
20	-5	2	34	12
21	-9	2	25	-4
22	5	2	-6	-3
23	0	-6	6	1
24	-1	9	-7	3
25	-5	12	2	22
26	4	27	/	30
27	-7	-18	-2	-8
28	9	-3	16	-4
29	-1	21	13	2
30	10	5	-3	-6

Reprinted from the part before: two entries, then new ones.
entry	SMILES	CHOP UPR activ	697 NFkB inh	UPR XBP1 act	Jurkat NFkB inh	Gli-Sufu antag
29	CCN1CCN(S(=O)(=O)c2ccc3c(c2)NC(=O)CS3)CC1	0.8	-24	-3	4	9
30	COc1ccc(-n2c(COc3ccc(C)cc3)nnc2SCC(N)=O)cc1	1.1	8	-3	2	0
31	c1ccc(-c2csc(N3CCOCC3)n2)cc1	3.7	-60	5	-39	-64
32	O=C(COC(=O)c1ccc2ncsc2c1)Nc1cc([N+](=O)[O-])ccc1Cl	4.9	-6	1	-8	-5
33	Cc1cccc(C)c1OCc1cc(C(=O)N2CCC(c3ccccc3)CC2)no1	5.5	-57	4	-53	-12
34	Cn1c(CCNC(=O)c2ccc(F)cc2)nc2ccccc21	0.5	3	0	0	5
35	O=c1[nH]n(-c2ncnc3c2cnn3-c2ccccc2)c(=O)c2ccccc12	-1.8	14	-4	16	-6
36	COC(=O)[C@H](CCSC)NC(=O)Nc1cc(OC)cc(OC)c1	1.4	2	-1	1	-5
37	COCc1cc(C)nc(SC)c1C#N	-0.5	-7	1	-16	1
38	O=C(O)CSc1nnc(COc2cccc3ccccc23)n1Cc1ccccc1	1.2	14	1	2	-22
39	NCCCCCC(=O)N/N=C/c1coc2ccccc2c1=O	1.5	2	0	-5	7
40	CC(C)(CO)NC(=O)CCCOc1ccc(Cl)cc1Cl	2.4	-33	1	-35	-30

entry	CXCR6 inh	CCR6 antag	Mdm2-MdmX inh	EBI2 block
29	-1	21	13	2
30	10	5	-3	-6
31	3	-9	-33	-6
32	-1	14	-10	0
33	7	2	-19	-4
34	-1	-2	-17	10
35	8	-7	-5	-7
36	6	3	11	-3
37	7	3	18	0
38	-10	3	3	-3
39	-14	10	0	-8
40	3	11	18	1

Remaining list, next part:
entry	SMILES	CHOP UPR activ	697 NFkB inh	UPR XBP1 act	Jurkat NFkB inh	Gli-Sufu antag
41	CCC/C=N/NC(=O)c1cc(-c2ccccc2)nc2ccccc12	-1.7	-2	1	9	27
42	N#Cc1c(-c2cccc(F)c2)cc(-c2ccccc2)nc1Br	2.4	11	0	-2	9
43	CN(C)CCn1nnc2c(=O)oc3ccccc3c21	-0.6	6	0	-3	-8
44	CCCCNC(=O)OC1CCS(=O)(=O)C1 (stereo not drawn)	0.4	-1	-1	-9	-7
45	COc1ccc(N2CC(NC(=O)NCC(C)C)CC2=O)cc1 (stereo not drawn)	-0.1	19	-4	1	-2
46	CCc1cccc(OCCOC(=O)CNS(=O)(=O)c2ccc(NC(C)=O)cc2)c1	-1.4	-11	-1	-4	-12
47	COc1ccc([N+](=O)[O-])cc1N(CC(O)CN1CCCC1)S(=O)(=O)c1ccc(C)cc1 (stereo not drawn)	-0.6	4	-1	-20	15
48	Cc1c(C(=O)c2cccc([N+](=O)[O-])c2)c2ccccn2c1CCC#N	1.3	-8	1	16	1
49	C=CCC(C)(NCc1ccccc1)c1ccccc1 (stereo not drawn)	1.4	14	0	6	-1
50	O=C(Nc1ccc(-c2noc(-c3cccs3)n2)cc1)c1cccnc1	2.2	-289	3	-101	-74

entry	CXCR6 inh	CCR6 antag	Mdm2-MdmX inh	EBI2 block
41	-1	-1	28	-27
42	-2	9	12	12
43	0	12	24	-7
44	3	-7	9	-10
45	3	-13	-17	8
46	-2	11	5	-17
47	-1	8	-16	-1
48	-4	12	15	3
49	-7	10	13	4
50	-1	0	-73	8

3 compounds from above, sorted by formula weight, largest number first.
entry	SMILES	CHOP UPR activ	697 NFkB inh	UPR XBP1 act	Jurkat NFkB inh	Gli-Sufu antag
50	O=C(Nc1ccc(-c2noc(-c3cccs3)n2)cc1)c1cccnc1	2.2	-289	3	-101	-74
48	Cc1c(C(=O)c2cccc([N+](=O)[O-])c2)c2ccccn2c1CCC#N	1.3	-8	1	16	1
43	CN(C)CCn1nnc2c(=O)oc3ccccc3c21	-0.6	6	0	-3	-8

entry	CXCR6 inh	CCR6 antag	Mdm2-MdmX inh	EBI2 block
50	-1	0	-73	8
48	-4	12	15	3
43	0	12	24	-7

Following part:
entry	SMILES	CHOP UPR activ	697 NFkB inh	UPR XBP1 act	Jurkat NFkB inh	Gli-Sufu antag
51	Cc1ccccc1NS(=O)(=O)c1ccc(C(=O)NNC(=O)c2ccccc2O)cc1	0.2	10	-4	16	-1
52	NC(=O)Nc1ccccc1C(=O)NCCc1ccccc1	5.0	-95	2	-34	/
53	O=C1CC(c2ccco2)CC(O)=C1C=NCC1CCNCC1 (stereo not drawn)	-0.7	2	3	10	-7
54	Cc1occc1-c1nnc(SCC(=O)c2c(N)n(C3CC3)c(=O)[nH]c2=O)n1C	0.2	-17	0	-12	-4
55	O=C(NC1CCCCC1)C1CCC(CNS(=O)(=O)c2ccccc2)CC1 (stereo not drawn)	-0.2	21	-4	-9	1
56	Cn1nc(-c2ccccc2)c(-c2nc(-c3cccc(Cl)c3)no2)c1Cl	0.9	5	1	9	2
57	COc1ccc(NC(=O)c2ccccc2NC(=O)C2CC=CCC2C(=O)O)cc1 (stereo not drawn)	-2.0	-11	-6	-21	-18
58	COc1ccc(/C(=N\Nc2ccccc2C(=O)O)c2ccccc2)cc1	3.8	1	5	8	-1

entry	CXCR6 inh	CCR6 antag	Mdm2-MdmX inh	EBI2 block
51	0	22	50	3
52	-2	-4	-26	10
53	-8	1	16	-3
54	-2	6	-1	1
55	-12	3	-1	-3
56	4	11	5	24
57	7	0	3	-11
58	-8	-6	3	-7
